PME-1 primary: blocks human protein phosphatase methylesterase 1. recombinant PME-1, FP-Rh probe fluorescence polarization. inhibition, % at 5.9 µM. 320,000 tested, 0.53% active;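 active = inhibition above the campaign mean of all compounds plus 3 SD, cut at about 26% in these data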;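 also: competitive labeling of PME-1 active site by serine hydrolase directed probe; 0% = PME-1 with DMSO and 100% = wells lacking PME-1 enzyme; inhibitors block probe labeling so polarization falls and inhibition rises; many of its hits are not listed in these tables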
Fam108B counter: Fam108B inhibition, counter-screen for RBBP9 inhibitors. AID 1947. recombinant Fam108B, FP-Rh probe fluorescence polarization. 300,000 tested, 0.33% active. inhibition, % at 9.51 µM;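 active = inhibition above the screen mean inhibition plus 3 SD, computed separately per campaign, cut at about 18% in these data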;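 also: inhibitors lower polarization as less probe binds the enzyme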
VLA-4 inh: inhibition in a human VLA-4 binding assay | 330,000 tested, 0.2% active | VLA-4 expressing cells, ligand binding flow cytometry | AID 2557 | P13612 | inhibition, % (about 7 µM as worked out from the volumes in the protocol); in the data active = inhibition above about 50%
Efflux pump inh: inhibitors of Candida antifungal efflux pumps expressed in yeast | 330,000 tested, 0.44% active | S. cerevisiae Candida pump triplex, Nile Red efflux | inhibition, % at 10 µM;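 active = plate passing quality check with inhibition over a set limit, or well fluorescence over plate mean plus 4 SD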;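 also: Nile Red retained in pooled yeast measured as flow cytometry median fluorescence; 0% = buffer negative control and 100% = Enniatin B positive control; higher means more Nile Red kept so more efflux inhibition; some compounds called inactive have numbers as strong as hits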
GLD-1 TGE inh: GLD-1-TGE RNA interaction inhibition (C. elegans) | Q17339 | purified GLD-1 + fluorescein TGE RNA, fluorescence polarization | inhibition, % at 5.96 µM | 320,000 tested, 0.44% active;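 active = percent inhibition above a per-plate cutoff, the plate mean of test compounds plus 3 SD, cut at about 30% in these data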;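 also: 0% = DMSO wells with GLD-1 and probe and 100% = wells lacking GLD-1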
Target sequence (Q17339 whole entry, looked up): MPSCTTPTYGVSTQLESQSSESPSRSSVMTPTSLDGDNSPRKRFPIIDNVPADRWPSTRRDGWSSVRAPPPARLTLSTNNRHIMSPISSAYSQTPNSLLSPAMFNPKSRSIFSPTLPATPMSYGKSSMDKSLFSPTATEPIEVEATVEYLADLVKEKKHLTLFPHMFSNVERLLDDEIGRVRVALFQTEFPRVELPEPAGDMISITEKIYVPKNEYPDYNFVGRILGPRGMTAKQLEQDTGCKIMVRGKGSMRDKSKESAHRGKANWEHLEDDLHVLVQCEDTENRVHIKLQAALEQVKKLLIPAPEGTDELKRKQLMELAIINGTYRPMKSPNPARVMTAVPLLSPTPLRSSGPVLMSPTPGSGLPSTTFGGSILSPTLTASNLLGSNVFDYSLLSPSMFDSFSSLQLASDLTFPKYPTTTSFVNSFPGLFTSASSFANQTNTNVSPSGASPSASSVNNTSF
Bcl-xL primary: blocks human Bcl-xL binding to Bim BH3 peptide. Q07817. 320,000 tested, 0.7% active. AID 2129. inhibition, % at 10.9 µM. GST-Bcl-xL / FITC-Bim BH3 peptide fluorescence polarization;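 active = inhibition above the mean of all tested compounds plus 3 SD, cutoff set per campaign, cut at about 30% in these data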;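 also: 0% = DMSO wells and 100% = unlabeled Bim-BH3 peptide competitor; inhibitors lower millipolarization by displacing the labeled peptide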
Target sequence (Q07817 whole entry, looked up): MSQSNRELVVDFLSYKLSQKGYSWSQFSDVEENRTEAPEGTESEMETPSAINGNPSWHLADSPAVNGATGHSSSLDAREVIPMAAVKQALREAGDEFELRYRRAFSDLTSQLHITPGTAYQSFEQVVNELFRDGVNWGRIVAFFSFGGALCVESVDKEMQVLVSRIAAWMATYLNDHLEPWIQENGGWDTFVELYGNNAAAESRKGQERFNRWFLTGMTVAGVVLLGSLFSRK
MCL1-BIM inh: MCL1-BIM-BH3 interaction inhibition (human). Q07820. GST-MCL1 / FITC-Bim-BH3 fluorescence polarization. inhibition, % at 10.9 µM. 320,000 tested, 0.68% active. AID 2057;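 active = inhibition above the mean inhibition of all tested compounds plus 3 SD, set per campaign, cut at about 40% in these data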;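 also: 0% = DMSO wells and 100% = unlabeled Bim-BH3 peptide control; higher means more loss of mP so more displacement of Bim peptide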
Target sequence (Q07820 whole entry, looked up): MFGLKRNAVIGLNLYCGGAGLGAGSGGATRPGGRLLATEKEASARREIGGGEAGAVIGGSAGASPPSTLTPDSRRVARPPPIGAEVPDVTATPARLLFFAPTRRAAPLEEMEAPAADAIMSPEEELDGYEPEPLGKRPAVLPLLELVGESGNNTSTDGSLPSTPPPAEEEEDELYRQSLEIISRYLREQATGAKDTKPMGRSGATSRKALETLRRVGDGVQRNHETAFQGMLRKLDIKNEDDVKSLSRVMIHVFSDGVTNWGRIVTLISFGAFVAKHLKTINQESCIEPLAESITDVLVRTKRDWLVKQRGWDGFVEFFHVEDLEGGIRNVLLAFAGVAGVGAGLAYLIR
MEX-5 binding: C. elegans MEX-5 TCR-2 RNA binding activity; Q9XUB2; MEX-5/FITC-TCR2 RNA binding, fluorescence polarization; active compounds read low; activity score (negative = inhibition of binding), % at 10 µM; 300,000 tested, 0.38% active; AID 1832;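 active = inhibition past about -25% in most replicates, and total fluorescence under double the plate's negative control median, limit read from the data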;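 also: 0% = DMSO and -100% = 5 µM competing unlabeled TCR2 RNA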
GRK2 inh: blocks RNA aptamer binding to human GRK2. P25098. bead flow cytometry, FAM-aptamer displacement from GRK2. 330,000 tested, 0.59% active. inhibition of aptamer binding, % at 10 µM. AID 488847;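 active = inhibition of aptamer binding above 40%, roughly 3 SD of noise, on plates passing a quality check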;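 also: median bead fluorescence of bound FAM aptamer so fluorescent compounds give negative values; no value below 0 was filed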
Starred values were filed as active, the others as inactive; / = no result given. This is a subset, so the mix of outcomes need not match the whole.

canonical_smiles	PME-1 primary	Fam108B counter	VLA-4 inh	Efflux pump inh	GLD-1 TGE inh	Bcl-xL primary	MCL1-BIM inh	MEX-5 binding	GRK2 inh
O=C(CSc1cn(CCNC(=O)c2cccs2)c2ccccc12)NCC1CCCO1 (stereo unspecified)	1	1	21	-0.2	-3	-3	-10	2.6	0
CCC(CO)Oc1cc(NCc2ccc(C(=O)O)cc2)c2ncn(C(C)C)c2c1 (stereo unspecified)	/	/	4	-0.1	7	/	/	/	2
NC(=O)c1ccc(NC(=O)CCCN2C(=O)NC3(CCCC3)C2=O)cc1	-3	/	0	-0.2	-1	-2	2	/	1
O=C(CN(Cc1ccc(Br)cc1)S(=O)(=O)c1ccccc1)NCc1cccnc1	5	8	11	0.1	-2	7	3	-3.0	1
Cc1ccccc1OCCCC(=O)Nc1ccccc1C(F)(F)F	0	0	6	0.0	1	-4	-3	2.4	0
Cc1cc(C)cc(NC(=O)C2C3C=CC4(O3)C2C(=O)N(CCCN(C)C)C4C(=O)NC2CCCC(C)C2C)c1 (stereo unspecified)	-1	-2	7	0.0	3	-4	-1	2.8	0
CCOC(=O)c1c(S(=O)(=O)Nc2ccccn2)c(C)n(C)c1C	-3	-1	-5	-0.1	3	6	4	-1.8	4
COc1ccc(-c2noc(CN(C(=O)c3c(-c4ccccc4Cl)noc3C)C(C)C)n2)cc1	-4	3	-7	0.0	1	-1	-4	-5.7	3
O=C(c1cc(=O)[nH]c2ccccc12)N1CCN(c2cccc(C(F)(F)F)c2)CC1	2	-7	2	0.2	-8	-6	-10	-2.3	0
Nc1nnn(CC(=O)N/N=C/C=C/c2ccccc2)n1	4	0	-5	0.0	7	6	0	0.0	2
N#Cc1ccc(S(=O)(=O)N2CCN(C(=O)C3CC(=O)N(c4ccc5c(c4)OCCO5)C3)CC2)cc1 (stereo unspecified)	7	/	11	0.0	2	1	1	/	1
Cc1cnc(C(=O)OCC(=O)Nc2cccc(C)c2C)cn1	/	/	2	0.1	1	/	/	/	0
COc1ccc(C2CC(=O)c3cnc(NC(=O)c4cc(OC)cc(OC)c4)nc3C2)cc1 (stereo unspecified)	6	-6	12	-0.4	9	-5	-3	-1.8	1
Cc1nc(NC(=S)NC(=O)c2cccs2)sc1C(=O)N(C)C	5	-1	6	-0.1	0	10	12	7.8	0
O=C(N/N=C/c1ccccc1O)C1CC(=O)N(c2ccc(Cl)cc2)C1 (stereo unspecified)	0	-4	0	0.1	-2	5	4	2.9	1
CC(=O)Nc1ccc(NC(=O)COc2ccc([N+](=O)[O-])cc2)cc1	-5	1	0	0.0	6	0	-3	1.5	2
COc1ccc(CNC(=O)CCc2nnc3ccc(NCCCN4CCCC4=O)nn23)cc1	-2	2	-7	-0.2	-5	3	9	-0.2	1
O=S(=O)(NCCc1csc(-c2cccnc2)n1)c1ccc(F)cc1	14	5	-18	0.0	-6	4	4	-0.7	10
O=C(CSc1n[nH]c(-c2cccnc2)n1)Nc1cccc(Cl)c1	0	-2	10	-0.1	3	7	-3	-0.7	0
COc1ccc(OC)c(NC(=O)CC(NC(C)=O)c2ccccc2)c1 (stereo unspecified)	-5	1	-2	0.0	-1	-3	-8	-0.1	2
O=C(c1cc2ccccc2o1)N1CCOCC1	0	-1	2	-0.1	5	-1	-2	-4.5	0
Cc1ccc(NC(=S)NCCc2ccccc2)nc1	6	-5	11	-0.1	2	-44	-37	-1.1	1
COCCNC(=O)CN(C)S(=O)(=O)c1ccc(Br)cc1	4	2	7	0.1	7	7	5	-4.7	0
CCn1cc(C(=O)NC(=S)Nc2sc3c(c2C(=O)OC)CCCCCC3)cn1	-1	0	4	0.3	0	-2	-2	1.0	23
N#CC(=Cc1ccc(O)cc1)C(N)=C(C#N)C#N	-1	-2	42	0.0	-2	8	8	/	4

The listing continues.
canonical_smiles	PME-1 primary	Fam108B counter	VLA-4 inh	Efflux pump inh	GLD-1 TGE inh	Bcl-xL primary	MCL1-BIM inh	MEX-5 binding	GRK2 inh
CCOC(=O)CCc1c(C)c2ccc3c(c2oc1=O)CN(CCCO)CO3	1	0	7	-0.2	-5	6	6	-1.7	4
O=C(NCc1ccncc1)C(=O)Nc1nc(C23CC4CC(CC(C4)C2)C3)cs1	2	-3	10	0.1	3	-2	9	1.3	1
Cc1ccccc1NC(=O)c1sc(Cl)nc1C	-6	-3	-24	-0.2	6	5	4	-0.3	0
Cc1c(NC(=O)CSc2ncn[nH]2)c(=O)n(-c2ccccc2)n1C	5	-1	16	0.0	0	0	7	-1.0	0
CN(CCOc1ccccc1)CC(O)COCc1ccccc1F (stereo unspecified)	-1	0	9	0.0	4	5	3	1.9	0
COC(=O)c1cc(-c2ccc(OC)cc2)nc2nc(SC)[nH]c(=O)c12	-2	0	15	0.2	-2	-2	-6	2.3	0
O=C(Nc1ccccc1)Nc1nnc(Cc2ccc(F)cc2)s1	-12	-9	-4	0.1	-6	-6	-2	3.4	0
CCOC(=O)c1ccc(S(=O)(=O)Nc2cc(C(C)(C)C)no2)cc1	3	3	-12	0.1	3	2	-1	1.4	1
CSc1cccc(CN2CCC(CO)(Cc3cccc(C(F)(F)F)c3)CC2)c1	1	-2	25	-0.1	-3	3	8	0.1	0
CNC(=O)CSc1nc(-c2ccccc2)c(-c2ccccc2)o1	4	0	-1	0.1	-6	-4	5	0.5	1
Cc1ccc(OCC(=O)OCC(=O)Nc2sccc2C(N)=O)cc1C	3	2	32	0.1	2	4	-5	1.1	2
CN1CCN(C(=O)c2cnn3c(C(F)(F)F)cc(-c4ccc5c(c4)OCO5)nc23)CC1	-6	2	3	-0.1	3	13	0	-4.9	1
CCOC(=O)N1CCC(NC(=O)C2CCCN(S(=O)(=O)c3cccnc3)C2)CC1 (stereo unspecified)	4	-4	-2	0.0	2	8	5	-1.4	0
O=C(CN1C(=O)COCC1=O)N1CCOCC1	2	4	-8	0.2	3	0	4	-0.6	1
COC(=O)c1ccccc1NC(=O)NC1CC1	1	-4	7	-0.1	-3	0	1	1.2	0
COc1cc(-c2cc(C(=O)Nc3ccccc3N3CCOCC3)c3ccccc3n2)cc(OC)c1OC	0	-7	4	-0.1	3	2	-7	-1.7	4
CC(C)C[C@H](NC(=O)OC(C)(C)C)C(=O)N1CCC(C(=O)O)CC1	0	-2	-2	0.0	-7	3	2	1.6	65*
CN(C)C=NC(=O)c1cccn1-c1ncc(C(F)(F)F)cc1Cl	-3	1	10	0.0	3	4	0	-0.4	0
O=C(CCCc1ccccc1)N1CCN(c2ccc([N+](=O)[O-])cc2)CC1	4	3	2	0.0	-5	4	8	-1.6	3
COc1cccc2cc(C(=O)NCCc3ccccc3)oc12	-2	-1	8	-0.1	2	7	2	0.4	1
CC(C)c1cc(C(=O)N/N=C/c2ccoc2)c(O)c(C(C)C)c1	-7	4	6	-0.3	0	4	16	2.9	20
C/C(=N\Nc1ccc([N+](=O)[O-])cc1[N+](=O)[O-])c1cccnc1	4	3	45	0.1	3	0	-2	-1.2	2
CC1CCCCN1C(=O)c1cc2nc(-c3ccccc3)cc(-c3ccccc3)n2n1 (stereo unspecified)	-3	-6	-31	-0.1	-1	7	0	2.4	1
Cc1cc(C)nc(SCc2nnc(SCC(=O)NCc3ccco3)n2-c2ccccc2)n1	7	0	1	0.0	0	1	1	0.3	1
CCOC(=O)Cc1csc(NC(=O)C(C)(C)C)n1	-1	1	9	-0.1	4	-3	-5	3.3	2

Additional results
canonical_smiles	PME-1 primary	Fam108B counter	VLA-4 inh	Efflux pump inh	GLD-1 TGE inh	Bcl-xL primary	MCL1-BIM inh	MEX-5 binding	GRK2 inh
Cc1ccc(/C=C2\SC(=S)N(CCCC(=O)Nc3ccccn3)C2=O)cc1	0	-2	20	0.4	-10	4	2	-1.2	2
FC(F)(F)c1nc(-c2ccccc2)ncc1-c1nnnn1-c1ccccc1	-1	-1	-2	-0.1	1	-1	-1	2.4	0
O=c1[nH]c(CSc2ccccn2)nc2ccccc12	7	-2	4	0.0	-1	-4	-6	1.4	0
O=C1CC(C(=O)Nc2ccc(Cl)cc2[N+](=O)[O-])C2(CCCCC2)O1 (stereo unspecified)	2	3	3	0.1	-8	-7	-10	0.4	0
Cc1nc(N2CCC(C)CC2)c2c(C)c(C(=O)O)sc2n1	3	-2	-73	-0.1	0	7	7	1.4	1
CCOC(=O)c1c(NC(=O)C2C3C=CC(C3)C2C(=O)O)sc2c1CCCC2 (stereo unspecified)	1	6	-2	-0.3	-3	3	1	-1.2	2
Cc1cccc(Nc2ncnc3onc(-c4ccc(F)cc4)c23)c1C	7	0	9	-0.1	0	6	8	-0.7	5
O=[N+]([O-])c1cccnc1Sc1ccc(F)cc1	1	0	8	0.3	-10	2	0	-0.7	0
NC(=O)c1ccc(-n2nnnc2SCc2ccc(F)cc2)cc1	-4	1	1	0.0	1	3	1	-2.5	0
CC(C)(C)C(=O)C(Cc1ccccc1Cl)n1cncn1 (stereo unspecified)	-6	-1	3	-0.2	-5	1	-5	1.4	7
COC(=O)c1ccc(-n2c(C)cc(/C=N/Nc3nc(C)cc(=O)[nH]3)c2C)cc1	9	6	2	0.1	-2	3	2	0.3	1
COc1cc2c(cc1NC(=O)Nc1cccc(C)c1)oc1ccccc12	36*	22*	12	-0.2	-6	-2	-4	4.2	1
CCn1c(=O)cc(OCC(=O)N2CCCCCC2)c2ccccc21	2	1	-24	-0.1	-3	4	0	1.8	0
Cc1ccc(NC(=S)N2CCC(c3ccc(C)cc3)C2)cc1 (stereo unspecified)	-3	2	-43	0.1	-1	5	1	-3.4	0
COCC(=O)N(C)C[C@H]1N[C@@](Cc2ccccc2)(C(=O)OC)[C@H]2C(=O)N(C)C(=O)[C@@H]12	/	/	-14	-0.2	-5	/	/	/	0
COC(=O)[C@@H]1CCCN1Cc1c(C(=O)N2CCOCC2)nc2c(C)cccn12	1	1	-3	-0.1	3	7	7	-1.2	0
CCOc1cccc(C2/C(=C(/O)c3ccc4c(c3)CC(C)O4)C(=O)C(=O)N2CCN2CCOCC2)c1 (stereo unspecified)	11	1	-106	-0.1	4	8	3	-1.2	0
COC(=O)c1ccc(C)c(NC(=O)c2ccc(Cn3cc([N+](=O)[O-])cn3)o2)c1	4	-1	0	-0.3	2	-4	0	0.7	0
COc1ccc(/C=C\C(=O)NCc2ccc3c(c2)cc(C)n3C)cc1OC	-4	0	58*	0.0	11	1	-5	0.3	4
O=C(Oc1ccc(-c2nnco2)cc1)C1CCN(C(=O)c2ccc(F)cc2)CC1	1	1	3	0.2	-9	-1	-4	0.2	1
CCn1c(-c2ccc(C(C)(C)C)cc2)n[nH]c1=S	3	1	25	0.0	4	-20	-16	2.3	0
COc1ccc2c(ccc[n+]2CC(=O)c2ccc(C)cc2)c1	2	-4	-15	0.2	-12	-1	-10	0.2	0
COc1ccccc1C(=O)C1CCCN(Cc2ccc3c(c2)OCCO3)C1 (stereo unspecified)	4	2	5	0.0	3	2	5	0.4	0
O=C(CNC(=O)c1ccco1)OCN1C(=O)c2ccccc2C1=O	0	1	0	0.0	-1	6	-1	1.0	0
O=C(Cc1c[nH]c2ccccc12)NCc1ccc(Cl)cc1Cl	7	-1	-1	0.1	1	3	-15	-2.0	0
COC(=O)CNc1nc(C2CC2)nc2c1nnn2Cc1ccccc1Cl	1	-1	2	0.1	6	-3	-2	-0.6	0
